Jurkat NFkB inh: inhibitors of the PMA/ionomycin-induced NF-kB reporter in Jurkat cells | inhibition, % at 4 µM | PMA/ionomycin-induced NF-kB luciferase reporter, luminescence | actives 0.53% (n = 330,000); in the data active = inhibition above about 50%
UPR CHOP act: activators of apoptotic arm of unfolded protein response (CHOP) | CHO-CHOP luciferase reporter, UPR activation, luminescence; percent of tunicamycin response over DMSO baseline | activation, % at 10 µM | actives 0.34% (n = 330,000);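 active = at 10 µM dose, activation of 40% or more, normalized to positive control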;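 note: 100% = tunicamycin at 10 µg/mL and 0% = DMSO alone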
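assay system = CHO CHOP reporter cells | amount = 500 CHO-CHOP cells per well | buffer or medium = F12 with 10% FBS | incubation = 16-18 h cell attachment, then 6 h compound exposure, 37 °C | detection = luminescence read with Steady-Glo | read-out = percent activation relative to tunicamycin control | controls = tunicamycin high control, DMSO low control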
697 NFkB inh: lowers PMA/ionomycin-induced NF-kB signal in 697 B cells | inhibition, % at 4 µM | actives 0.33% (n = 330,000) | 697 B-cell NF-kB luciferase reporter, 16 h; in the data active = inhibition above about 35%
APJ antag: antagonists of human APJ apelin receptor; CHO-K1 APJ beta-arrestin complementation, luminescence; inhibition, % at 20 µM; actives 0.32% (n = 330,000);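 active = inhibition above about 40% at 20 µM, limit read from the data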;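 note: cells challenged with 10 nM apelin-13 agonist together with compound; plate controls were apelin-13 plus DMSO wells for no effect and DMSO wells lacking apelin-13 for full effect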
Target sequence (P35414 whole entry, looked up): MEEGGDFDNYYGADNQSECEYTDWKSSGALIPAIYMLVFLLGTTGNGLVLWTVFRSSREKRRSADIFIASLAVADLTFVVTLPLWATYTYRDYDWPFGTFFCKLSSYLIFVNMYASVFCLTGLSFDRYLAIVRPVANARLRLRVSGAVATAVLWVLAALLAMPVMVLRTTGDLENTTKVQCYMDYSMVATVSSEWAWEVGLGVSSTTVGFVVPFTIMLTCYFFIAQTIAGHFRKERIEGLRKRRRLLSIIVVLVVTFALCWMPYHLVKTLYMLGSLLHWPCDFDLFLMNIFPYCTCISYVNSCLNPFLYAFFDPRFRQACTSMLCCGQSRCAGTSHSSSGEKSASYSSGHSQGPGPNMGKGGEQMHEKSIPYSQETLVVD
Mdm2-MdmX inh: disrupts the human Mdm2-MdmX interaction; O15151+Q00987; SaOS-2 split-luciferase Mdm2/MdmX complementation, luminescence; inhibition, % at 8 µM; actives 3% (n = 330,000); AID 485346;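 active = inhibition of at least 50% at 8 µM in the primary screen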
XBP1 UPR activ: activators of adaptive arm of unfolded protein response (XBP1); CHO-XBP1 luciferase reporter, IRE1-XBP1 UPR activation, luminescence; percent of tunicamycin response, DMSO as zero; activation, % at 20 µM; actives 0.33% (n = 330,000);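 active = versus positive control, 20 µM dose yields 30% or more activation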;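 note: 100% = tunicamycin at 10 µg/mL and 0% = DMSO only wells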
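Material – CHO cell line with stable XBP1 luciferase reporter · Buffer or medium – F12 plus 10% FBS · Compound – single point, 20 µM final compound, 1% DMSO · Schedule – 16-18 h cell attachment at 37 °C, then 6 h compound exposure · Signal – Steady-Glo luminescence read · Benchmarks – high control tunicamycin 10 µg/mL final, low control DMSO vehicle only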
tim23-1 inh: growth inhibitors of tim23-1 mutant yeast; inhibition, % at 20 µM; actives 1.3% (n = 330,000); S. cerevisiae tim23-1 growth, BacTiter-Glo luminescence, 24 h;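 active = growth inhibition of the mutant yeast at or above 50%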;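 note: temperature-sensitive mutant grown at 25 °C; plate controls were DMSO-treated mutant yeast for no effect and medium wells lacking yeast for full effect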
APJ ag: activates the human apelin receptor APJ | CHO-K1 APJ PathHunter beta-arrestin, luminescence; 0% DMSO wells, 100% apelin | activation, % at 20 µM | actives 0.11% (n = 330,000) | AID 2520;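 active = activation more than six SD over the plate average, tested at 20 µM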;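 note: 0% = DMSO alone and 100% = apelin-13 at 10 nM; some results filed as inactive read as strong as hits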
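Test system: CHO-K1 APJ beta-arrestin complementation cell line. Amount: cell density 1000 per well. Controls: DMSO negative, 10 nM Apelin-13 positive. Signal: luminescent beta-gal fragment complementation, chemiluminescent substrate. Read-out basis: agonist-driven arrestin binding to APJ. Timing: compound stimulation 90 min at 25 °C, detection 60 min.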
Active calls of the source: *.

structure	Jurkat NFkB inh	UPR CHOP act	697 NFkB inh	APJ antag	Mdm2-MdmX inh	XBP1 UPR activ	tim23-1 inh	APJ ag
CCOC(=O)c1c(NC(=O)CSc2nnc(-c3ccccc3)o2)sc(C(C)=O)c1C	3	1.5	-9	4	27	0	24	4
O=C(CN1CCC(c2nc3ccccc3s2)CC1)NCc1ccccc1	9	-0.4	3	1	3	1	14	-3
Cc1cc2c(c(=O)o1)C(C13C=CC(CC1)C3)C(C#N)=C(N)O2 (configuration not stated)	11	0.1	10	6	10	-3	16	-6
Cc1ccc(-c2csc(C3=C(O)CN(NC(=O)c4ccc([N+](=O)[O-])cc4)C3=N)n2)cc1	1	1.1	7	-33	-6	0	-4	-1
CC(=O)Nc1ccc2nc(NC(=O)COc3ccccc3)sc2c1	6	0.1	9	1	14	1	14	-4
CN1CCN(C(=O)C2CC(=O)N(c3ccc(F)c(Cl)c3)C2)CC1 (configuration not stated)	-16	-1.0	15	6	2	-1	-14	-2
O=C(N/N=C/c1cc(Br)c(Br)o1)c1cccnc1	-5	1.0	-6	-17	-5	0	3	3
COc1ccc(C2CC(c3ccc(Cl)cc3)=NN2C(C)=O)cc1 (configuration not stated)	-18	8.4	-41	6	-18	-2	45	-3

Of the compounds above, two contain a Cl atom:
structure	Jurkat NFkB inh	UPR CHOP act	697 NFkB inh	APJ antag	Mdm2-MdmX inh	XBP1 UPR activ	tim23-1 inh	APJ ag
CN1CCN(C(=O)C2CC(=O)N(c3ccc(F)c(Cl)c3)C2)CC1 (configuration not stated)	-16	-1.0	15	6	2	-1	-14	-2
COc1ccc(C2CC(c3ccc(Cl)cc3)=NN2C(C)=O)cc1 (configuration not stated)	-18	8.4	-41	6	-18	-2	45	-3

Next entries follow:
structure	Jurkat NFkB inh	UPR CHOP act	697 NFkB inh	APJ antag	Mdm2-MdmX inh	XBP1 UPR activ	tim23-1 inh	APJ ag
CC1(C)CC(=O)C(=Cc2cn(-c3ccccc3)nc2-c2ccccc2)C(=O)C1	4	89*	7	-6	19	16	64*	7
COc1ccc(NCc2nnc(SCC(=O)N3CCCc4ccccc43)n2C)cc1	0	0.1	-6	8	-5	-4	16	-4
O=C(CCNc1n[nH]c(=O)[nH]c1=O)N/N=C/c1ccc(Cl)cc1	2	0.1	19	-11	30	-1	-1	-6
Cc1csc(=O)n1CC(=O)Nc1nc2ccccc2s1	-20	0.8	9	-4	-9	-3	21	-1
CC(OC(=O)c1ccc2ccccc2n1)C(=O)c1ccccc1 (configuration not stated)	-7	7.3	6	17	-23	0	11	0
COc1ccc(C2CC(=O)c3sc(NC(C)=O)nc3C2)cc1 (configuration not stated)	-11	4.0	-8	8	14	2	15	-1
CCOC(=O)c1c(C)n(-c2ccc(OC)cc2)c2ccc(O)c(CN(C)C)c12	15	3.9	-62	15	64*	-1	2	3
NS(=O)(=O)c1ccc(CCNS(=O)(=O)c2ccc3c(c2)NC(=O)CO3)cc1	5	2.1	-8	28	-5	-2	-3	-2

structure	Jurkat NFkB inh	UPR CHOP act	697 NFkB inh	APJ antag	Mdm2-MdmX inh	XBP1 UPR activ	tim23-1 inh	APJ ag
COc1ccc(N2CCN(Cc3nc4c(c(=O)[nH]c(=O)n4C)n3CC(C)=O)CC2)cc1	4	1.0	15	3	4	-2	4	-2
Cc1cccn2c(=O)c(C=NCc3ccco3)c(Nc3ccc(SC(F)F)cc3)nc12	-5	2.5	17	5	56*	0	17	-5
CN(C)S(=O)(=O)N1CCC(Oc2cccc(C(=O)NCCCC3CCCC3)c2)CC1	-35	13	-123	-6	-18	-5	18	3
N#CC1=C(N)NC(SCC(=O)Nc2ccccc2)=C(C#N)C12CCCCC2	-2	-2.3	-6	-16	13	-3	18	3
COc1ccc(NC(=O)C2CC(=O)N=C(N)S2)cc1 (configuration not stated)	-5	2.1	25	5	-24	-1	11	-1
O=C(Cc1ccc(-n2c(=O)c3ccccc3n(Cc3ccccc3F)c2=O)cc1)NCC1CCCO1 (configuration not stated)	10	1.3	4	5	20	-1	-12	-1
CC[C@H](C)[C@H](NC(N)=O)C(=O)NCCc1ccc(Cl)cc1Cl	-8	0.6	-14	-32	-2	2	18	1
CC(C)CNC(=S)N1CCC(C(=O)c2ccc(F)cc2)CC1	8	0.0	-21	13	10	-3	12	0

structure	Jurkat NFkB inh	UPR CHOP act	697 NFkB inh	APJ antag	Mdm2-MdmX inh	XBP1 UPR activ	tim23-1 inh	APJ ag
CCC(=O)Nc1ccc(-n2nnnc2SCC(=O)NNC(=O)c2ccco2)cc1	9	-0.5	-4	-1	10	1	0	-3
COC(=O)NCc1ccc(S(=O)(=O)N2CCOCC2)cc1	-2	-2.7	-3	7	-12	-1	8	-5
CC(C)C1Cc2c(sc(NC(=S)NC(=O)c3ccccc3)c2C#N)CO1 (configuration not stated)	-16	-0.1	-61	21	-22	1	7	-7
CCC(=O)Nc1ccc(S(=O)(=O)Nc2cc(C)on2)cc1	8	0.0	5	2	1	0	5	-5
COc1ccc(N2CCN(C(=O)c3cc(-c4cc(OC)ccc4OC)nc4ccccc34)CC2)cc1	3	-0.4	17	-1	35	-3	21	-1
BrC(=C\c1ccccc1)/C=N/N1CCN(Cc2ccccc2)CC1	0	-0.1	-29	-1	6	-5	23	0
Cc1cccc(NC(=S)NC2CCCC2)n1	2	-0.7	2	7	17	0	44	-2
Cc1ccc(C(=O)Nc2ccnc(-c3ccncc3)n2)cc1	2	1.7	4	17	5	0	-21	-2

structure	Jurkat NFkB inh	UPR CHOP act	697 NFkB inh	APJ antag	Mdm2-MdmX inh	XBP1 UPR activ	tim23-1 inh	APJ ag
COCCOC(=O)C1=C(C)Nc2nc(C)nn2C1c1ccccc1 (configuration not stated)	1	0.2	3	35	5	0	15	2
COc1cccc(NC(=O)CN(C)C(=O)c2ccc(COc3ccccc3)o2)c1	2	-1.5	-1	11	39	-4	10	-4
CCn1cnc2c1c(=O)n(CC(=O)Nc1ccc3c(c1)OC(F)(F)O3)c(=O)n2Cc1ccccc1	9	3.4	-2	0	3	-5	0	-1
CN(CC(=O)Nc1n[nH]c(=S)s1)S(=O)(=O)c1cccc2cccnc12	17	-2.8	11	1	-14	0	-1	-2
CCOC(=O)c1ccccc1NC(=O)CSc1ccc(-c2cccnc2)nn1	6	0.1	-7	10	19	-2	2	0
Cc1c(C(=O)N2CCCC(C(F)(F)F)C2)oc2ccccc12 (configuration not stated)	-1	2.0	5	-2	18	2	23	-4
COc1ccc(C(=O)OCc2nc(N)nc(Nc3ccccc3C)n2)cc1OC	-2	-2.4	-3	13	21	2	8	-1
CCOC(=O)COc1ccc(S(=O)(=O)NCc2ccncc2)cc1	2	4.4	5	9	-6	-4	10	2

structure	Jurkat NFkB inh	UPR CHOP act	697 NFkB inh	APJ antag	Mdm2-MdmX inh	XBP1 UPR activ	tim23-1 inh	APJ ag
COc1ccccc1N1C(=O)CC1(C#N)c1ccc(OCc2ccccc2)cc1 (configuration not stated)	-7	2.0	-9	10	-33	-1	21	-2
COc1cccc(Oc2nnnn2-c2ccccc2)c1	-46	4.6	-65	-3	-26	2	34	-3
CCSC1=C(C#N)C(c2ccccc2OC)CC(=O)N1 (configuration not stated)	8	-2.1	14	-18	-19	-1	8	-3
O=C(NCCS(=O)(=O)N1CCN(c2ccccc2F)CC1)C1CC(=O)N(c2ccc(F)cc2)C1 (configuration not stated)	3	2.3	-2	13	12	-2	-2	-6
O=C(CCc1ccc(S(=O)(=O)N2CCOCC2)cc1)Nc1ccc2ccccc2c1	15	-3.0	-2	-7	12	-5	28	-1
O=C(CC1C(=O)NCCN1C/C=C/c1ccccc1)NCCc1ccncc1 (configuration not stated)	-5	0.8	-4	12	-6	-4	15	-1
CC1CC(C)CN(C(=O)c2cc(S(=O)(=O)N3CCCCC3)ccc2Cl)C1 (configuration not stated)	28	1.5	-33	11	21	3	33	-1
NC(=O)c1cc(S(=O)(=O)N2CC=C(c3ccccc3)CC2)cs1	9	-0.3	-20	-10	9	-3	7	5

structure	Jurkat NFkB inh	UPR CHOP act	697 NFkB inh	APJ antag	Mdm2-MdmX inh	XBP1 UPR activ	tim23-1 inh	APJ ag
O=C(O)C1CCCCC1C(=O)NCc1ccc(Cl)c(Cl)c1 (configuration not stated)	1	0.3	9	-16	14	-3	5	-3
Cc1ccsc1-c1nc(CSCC(=O)NCc2ccc3c(c2)OCO3)c(C)o1	-11	0.9	-3	1	-7	0	26	-1
Cc1ccc2nc(NCCO)nc(-c3ccccc3)c2c1	18	-1.5	-20	-1	15	3	10	-2
CC(=O)c1cccc(NC2c3ncccc3C(=O)N2Cc2ccco2)c1 (configuration not stated)	2	-0.5	17	13	-28	-3	-15	-4
CCOC(=O)C1CCN(S(=O)(=O)c2ccc3c(c2)CCCN3C(C)=O)CC1	-6	-3.1	4	-1	4	-2	14	2
Cn1c(=O)[nH]c(=O)c2c1nc(Br)n2CCSc1nnnn1-c1ccccc1	7	1.2	11	13	28	0	9	3
CC(=O)N1CCc2cc(S(=O)(=O)CCC(=O)Nc3ccc(Cl)cc3F)ccc21	18	1.3	-15	-2	-28	-3	14	6
Cc1ccc(-c2nnn(CC(=O)N(c3cccc(F)c3)C(C(=O)NC3CCCC3)c3ccco3)n2)o1 (configuration not stated)	16	3.1	18	-6	34	1	-25	2

structure	Jurkat NFkB inh	UPR CHOP act	697 NFkB inh	APJ antag	Mdm2-MdmX inh	XBP1 UPR activ	tim23-1 inh	APJ ag
O=C1Nc2ccc(Cl)cc2C12OCCCO2	-2	-0.9	15	8	1	-5	11	-3
O=C(N/N=C/c1ccc(OCc2cnc(Cl)s2)cc1)c1ccncc1	-10	2.6	3	-7	-11	1	-5	0
N#Cc1cc2c(cc1NC(=O)CCn1cnnn1)OCO2	4	-1.2	-10	16	13	-2	-6	-5
Cc1ccc(NC(=S)NC(=O)c2cccs2)cc1F	-57	3.8	-66	18	-51	2	30	-7
O=C(COC(=O)Cc1ccc(Cl)c(Cl)c1)NCc1ccco1	4	-0.2	24	3	11	-3	-3	-2
CCCn1c(SCC(=O)Nc2cc(Cl)ccc2OC)n[nH]c1=O	11	0.9	10	5	37	-5	12	-2
Clc1cccc(C[n+]2cc(-c3ccccc3)n3c2CCC3)c1	12	1.1	-23	1	30	-2	2	-3
N#C/C(=C(/O)CSc1ncn[nH]1)c1nc2ccccc2[nH]1	-2	-3.3	-5	7	6	-2	-10	-2
N#Cc1c(N)n(-c2ccccc2)c(=O)c2cc([N+](=O)[O-])ccc12	15	-1.8	7	12	12	-2	9	-5
